HSP90 refold inh: inhibitors of HSP90 luciferase refolding in rabbit reticulocyte lysate | luciferase refolding luminescence, 3 h | inhibition, % at 5.6 µM | 0.91% of 290,000 active | AID 1789;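 active = inhibition above the screen-wide mean plus 3 SD, computed separately per campaign, cut at about 16% in these data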;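 also: 0% = DMSO wells and 100% = 60 µM geldanamycin wells; inhibitors lower the luminescence because luciferase stays unfolded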
IEC-6 cytotox: IEC-6 cytotoxicity, counter-screen for KLF5 inhibitors; luminescence viability; inhibition, % at 5 µM; 0.78% of 290,000 active; in the data active = inhibition above about 22%;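 also: 0% = plate median of test compound wells and 100% = cytotoxic reference compound wells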
HSF1 activator: increases HSF-1 driven luciferase reporter signal; NIH3T3-HGL HSF-1 luciferase reporter, MG132, 8 h; 100% = twice DMSO control signal; activation, % at 9 µM; 1.7% of 300,000 active;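 active = mean replicate activation of at least 50% with a set share of replicates each reaching 50%; inconclusive = only one of those two conditions met; inactive = mean below 50% and too few replicates reaching it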;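 also: 0% = median of the neutral control wells and 100% = twice that signal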
HSF1 inhib: HSF1 inhibition; 0.77% of 300,000 active; NIH3T3-HGL HSE-luciferase, MG132-induced, luminescence 8 h; active compounds read low; activity change, negative = inhibition, % at 7.5 µM (by protocol);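 active = more than half of replicate wells show activity change below -50%, luminescence cut by over half; inconclusive = some wells, but at most half, below -50%; inactive = no replicate well below -50%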;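 also: luciferase reports HSF-1 transcriptional activity via heat shock element; 0% = median of DMSO wells and -100% = zero luminescence signal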
KLF5 inhibitor: kruppel-like factor 5 inhibition | DLD-1 KLF5 promoter-luciferase reporter, luminescence | inhibition, % at 5 µM | 0.23% of 290,000 active;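 active = inhibition above a per-plate limit of that plate's mean compound inhibition plus 3 SD, cut at about 60% in these data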;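 also: 0% = DMSO wells and 100% = LY294002 at 200 µM; higher means less KLF5 promoter-driven luciferase light; inactives centre near -14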
GSK3 alpha inh: inhibitors of human GSK-3 alpha kinase; P49840; ADP-Glo luminescence, 60 min; inhibition, % at 10 µM; 0.1% of 320,000 active; AID 2650;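 in the data active = inhibition above about 50%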;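 also: GST-tagged GSK-3 alpha with peptide substrate and 25 µM ATP; 0% = DMSO neutral wells and 100% = GW8510 positive control wells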
Target sequence (P49840 whole entry, looked up): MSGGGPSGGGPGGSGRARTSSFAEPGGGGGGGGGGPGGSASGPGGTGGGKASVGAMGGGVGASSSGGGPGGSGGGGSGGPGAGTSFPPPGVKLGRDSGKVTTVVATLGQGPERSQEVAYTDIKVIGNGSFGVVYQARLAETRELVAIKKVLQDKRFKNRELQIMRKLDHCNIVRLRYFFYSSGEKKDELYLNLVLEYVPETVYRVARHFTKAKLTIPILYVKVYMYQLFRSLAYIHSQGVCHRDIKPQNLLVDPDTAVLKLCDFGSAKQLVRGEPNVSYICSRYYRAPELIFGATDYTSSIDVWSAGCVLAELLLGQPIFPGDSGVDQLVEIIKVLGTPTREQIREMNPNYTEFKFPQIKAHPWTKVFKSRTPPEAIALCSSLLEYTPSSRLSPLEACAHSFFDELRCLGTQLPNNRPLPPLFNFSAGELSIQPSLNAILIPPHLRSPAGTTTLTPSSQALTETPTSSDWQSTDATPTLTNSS
aSyn UTR inh: 5' untranslated region of α-synuclein, MLPCN primary screen. alpha-synuclein 5'UTR reporter, inhibitor activity. inhibition, % (tested at 7.5 µM). 0.82% of 300,000 active; in the data active = inhibition above about 60%; inconclusive = no clear call, values can overlap the other calls;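 also: H4 neuroglioblastoma cells stably carrying SNCA 5'UTR luciferase fusion; 0% = DMSO wells and 100% = positive control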
GSK3B inh: inhibitors of human GSK3beta kinase; P49841; GST-GSK3beta kinase, ADP-Glo luminescence, 60 min; active compounds read low; activity score (negative = inhibition), % at 10 µM; 0.038% of 300,000 active; AID 2097;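 active = more than half of replicate wells score below -50%, meaning over 50% inhibition versus plate controls; inconclusive = some replicates but at most half score below -50%; inactive = no replicate scores below -50%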;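 also: 0% = median DMSO wells and -100% = median GW8510 positive control wells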
Target sequence (P49841 whole entry, looked up): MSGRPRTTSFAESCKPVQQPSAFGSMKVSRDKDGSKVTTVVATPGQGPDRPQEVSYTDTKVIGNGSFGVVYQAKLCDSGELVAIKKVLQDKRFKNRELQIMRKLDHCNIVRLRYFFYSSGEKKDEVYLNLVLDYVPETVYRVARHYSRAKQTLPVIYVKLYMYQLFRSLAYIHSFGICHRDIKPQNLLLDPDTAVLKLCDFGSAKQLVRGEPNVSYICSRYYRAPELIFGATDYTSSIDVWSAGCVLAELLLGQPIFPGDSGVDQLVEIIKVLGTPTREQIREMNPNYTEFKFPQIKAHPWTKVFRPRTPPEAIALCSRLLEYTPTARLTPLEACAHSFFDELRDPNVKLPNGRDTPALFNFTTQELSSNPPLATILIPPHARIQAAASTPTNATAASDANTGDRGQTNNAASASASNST
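Assay system: GST-fused GSK3beta enzyme, cell-free / Medium: Tris pH 7.5 buffer with MgCl2, DTT, BSA, heparin / Also added: peptide substrate plus 25 µM ATP (final) / Compound: 10 µM single point / Timing: kinase reaction with compound 60 min at room temperature / Detection: ADP-Glo luminescence / Benchmarks: DMSO neutral wells and GW8510 at 20 µM as positive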
Platelet DG rel: modulates dense granule release in human platelets; inhibition, %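 (compounds screened at 7.5 µM in platelet-rich plasma)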; 0.22% of 300,000 active; human platelet-rich plasma, SFLLRN dense granule ATP release, luminescence;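 active = mean replicate score, as percent of positive control, at or above 50; inconclusive = mean below 50 but at least one replicate at or above 50; inactive = mean and every replicate below 50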
Dyrk1A ADPGlo: Dyrk1A (rat) kinase inhibition. Q63470. ADP-Glo luminescence, NFATc1 peptide. inhibition, % at 12.5 µM. AID 504441. 0.43% of 310,000 active; in the data active = inhibition above about 50%;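 also: plate controls were vehicle with enzyme for no effect and no enzyme for full effect; many of its hits are not listed in these tables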
* hit, by the source's call; ? = inconclusive; . = not tested or not shown.

SMILES	HSP90 refold inh	IEC-6 cytotox	HSF1 activator	HSF1 inhib	KLF5 inhibitor	GSK3 alpha inh	aSyn UTR inh	GSK3B inh	Platelet DG rel	Dyrk1A ADPGlo
COc1cc(/C=N/NC(=O)c2cccc(NC(=O)c3ccccc3C)c2)ccc1O	-3	0	28	4	-28	-3	8	1	1	9
O=c1ccc2cc(S(=O)(=O)Nc3ccc(F)cc3)ccc2o1	6	-4	-2	-1	-5	1	7	1	3	1
C=CCN1CCN(C(=O)c2cc3c(s2)CCCC3)CC1	5	1	-2	0	-40	2	-12	2	2	1
O=C(Oc1c(-c2ccccc2Cl)oc2ccccc2c1=O)c1ccc(Cl)cc1	-4	-11	-65	-54*	-2	-3	-8	-2	2	-6
CCN1CCN(S(=O)(=O)c2ccc(Cl)c(C(=O)N(CC)CC(=O)Nc3ccc(OC)cc3)c2)CC1	-2	-9	1	-2	-14	-2	4	3	17	-3
CCOc1ccc(N2CC(C(=O)Nc3ccccc3C(=O)NC3CC3)CC2=O)cc1 (stereo unspecified)	4	4	12	4	-17	-2	9	2	-2	1
Cc1ccccc1OCC(=O)N(Cc1ccc(N(C)C)cc1)C1CCS(=O)(=O)C1 (stereo unspecified)	0	-1	.	.	-19	-4	-10	-3	10	-1
Cn1nc(C(C)(C)C)c([N+](=O)[O-])c1C(=O)Nc1ccc(Br)cc1	-7	-8	12	-4	-24	-2	14	-21	-4	-4
COC(=O)c1ccccc1NC(=O)c1ccc(NS(C)(=O)=O)cc1	-1	1	2	-1	-32	-1	-2	2	-1	4
Cc1ccc(O)c(CNn2cnnc2)c1	0	6	3	0	-13	-4	-14	2	-4	-4
O=C1CC(=O)C(n2cncn2)C(c2cccc(Cl)c2)C1 (stereo unspecified)	-4	-1	11	-4	-50	-3	24	0	-1	0
CCc1ccc(CNC(=O)C2CCN(S(=O)(=O)N3CC(C)CC(C)C3)CC2)cc1 (stereo unspecified)	0	-3	14	0	-55	4	44	2	-2	.
COC(=O)c1ccc(-c2ccc(/C=N/NC(=O)Cc3nnc(N)s3)o2)cc1	-6	-4	20	8	-12	-1	-67	3	9	.
Cn1ncc2c(NNC(=O)c3ccc(Cl)cc3Cl)ncnc21	4	0	1	0	5	-3	0	1	-11	1
CC(=O)Nc1nnc(CCS(=O)(=O)c2ccc(Cl)cc2)s1	3	5	.	.	-16	.	.	.	.	-4
Cc1ccc(C(=O)NC2CC(C)(C)NC(C)(C)C2)cc1S(=O)(=O)N1CCCCC1	.	.	-15	-1	.	.	16	-5	32	-2
Cc1oc(-c2ccccc2Cl)nc1CSCC(=O)NC1CC1	2	-2	-3	1	-17	2	-17	-2	12	6
CCC[N+]1(CC#CC(O)(c2ccccc2)C2CCCCC2)CCCCC1 (stereo unspecified)	2	3	5	-5	-23	0	-10	-1	5	9
CCSC1=N/C(=C\c2cccc(F)c2)C(=O)S1	3	-8	12	-3	-11	0	15	-3	0	0
Cc1c(C(=O)N2CCN(S(=O)(=O)c3ccc(F)cc3)CC2)oc2ccccc12	.	.	11	1	.	-4	13	2	-15	-7

Some of the entries so far, with values under each structure:
Below each compound – HSP90 refold inh, IEC-6 cytotox, HSF1 activator, HSF1 inhib, KLF5 inhibitor, GSK3 alpha inh, aSyn UTR inh, GSK3B inh, Platelet DG rel, Dyrk1A ADPGlo
O=c1ccc2cc(S(=O)(=O)Nc3ccc(F)cc3)ccc2o1
 : 6, -4, -2, -1, -5, 1, 7, 1, 3, 1
C=CCN1CCN(C(=O)c2cc3c(s2)CCCC3)CC1
 : 5, 1, -2, 0, -40, 2, -12, 2, 2, 1
O=C(Oc1c(-c2ccccc2Cl)oc2ccccc2c1=O)c1ccc(Cl)cc1
 : -4, -11, -65, -54*, -2, -3, -8, -2, 2, -6
CCN1CCN(S(=O)(=O)c2ccc(Cl)c(C(=O)N(CC)CC(=O)Nc3ccc(OC)cc3)c2)CC1
 : -2, -9, 1, -2, -14, -2, 4, 3, 17, -3
CCOc1ccc(N2CC(C(=O)Nc3ccccc3C(=O)NC3CC3)CC2=O)cc1 (stereo unspecified)
 : 4, 4, 12, 4, -17, -2, 9, 2, -2, 1
Cc1ccccc1OCC(=O)N(Cc1ccc(N(C)C)cc1)C1CCS(=O)(=O)C1 (stereo unspecified)
 : 0, -1, ., ., -19, -4, -10, -3, 10, -1
Cn1nc(C(C)(C)C)c([N+](=O)[O-])c1C(=O)Nc1ccc(Br)cc1
 : -7, -8, 12, -4, -24, -2, 14, -21, -4, -4
COC(=O)c1ccccc1NC(=O)c1ccc(NS(C)(=O)=O)cc1
 : -1, 1, 2, -1, -32, -1, -2, 2, -1, 4
Cc1ccc(O)c(CNn2cnnc2)c1
 : 0, 6, 3, 0, -13, -4, -14, 2, -4, -4
O=C1CC(=O)C(n2cncn2)C(c2cccc(Cl)c2)C1 (stereo unspecified)
 : -4, -1, 11, -4, -50, -3, 24, 0, -1, 0
CCc1ccc(CNC(=O)C2CCN(S(=O)(=O)N3CC(C)CC(C)C3)CC2)cc1 (stereo unspecified)
 : 0, -3, 14, 0, -55, 4, 44, 2, -2, .
COC(=O)c1ccc(-c2ccc(/C=N/NC(=O)Cc3nnc(N)s3)o2)cc1
 : -6, -4, 20, 8, -12, -1, -67, 3, 9, .
Cn1ncc2c(NNC(=O)c3ccc(Cl)cc3Cl)ncnc21
 : 4, 0, 1, 0, 5, -3, 0, 1, -11, 1
CC(=O)Nc1nnc(CCS(=O)(=O)c2ccc(Cl)cc2)s1
 : 3, 5, ., ., -16, ., ., ., ., -4

The listing continues:
SMILES	HSP90 refold inh	IEC-6 cytotox	HSF1 activator	HSF1 inhib	KLF5 inhibitor	GSK3 alpha inh	aSyn UTR inh	GSK3B inh	Platelet DG rel	Dyrk1A ADPGlo
COc1ccccc1C(=O)Nc1ccncc1	-2	5	-7	4	-7	16	-33	-11	7	2
CCCCN(CC)C(=S)Nc1ccc2nc3n(c(=O)c2c1)CCCCC3	-4	2	-21	-12	-26	1	-5	5	1	13
COc1ccc2c(c1)C1NC(=S)NC(C)(O2)C1C(=O)Nc1ccccc1C (stereo unspecified)	2	4	4	-8	-20	0	25	0	4	3
COc1cc(C(=O)NC(=S)Nc2cccc3nc(C)ccc23)cc(OC)c1OC	-1	4	0	-8	-9	0	-17	-6	1	31
CCOc1cccc2cc(C(=O)NCc3cccnc3)c(=O)oc12	0	5	-1	0	-11	-2	7	3	?	5
CCO[C@H]1OC(C(=O)O)=C[C@@H](c2ccc(C(F)(F)F)cc2)[C@@H]1CCCO	6	-5	22	19	-13	-4	6	1	17	-4
Cc1ccccc1NP(=O)(c1ccccc1)c1nc2ccccc2s1 (stereo unspecified)	5	2	9	1	-21	0	-53	-2	41	-2
CC1(C)CNc2cc([N+](=O)[O-])ccc2S1	0	1	.	.	-50	0	-42	1	-4	2
CCn1c(=O)c(=O)[nH]c2cc(C(=O)NCC3CCCCC3)ccc21	6	9	7	0	6	0	-1	-6	17	4
Cc1ccc(-c2nc(N)s[n+]2-c2ccccc2)cc1	2	8	-14	-7	-1	3	-50	-3	2	4
NNc1nc(-c2ccccc2Cl)nc2ccccc12	1	3	10	-5	-36	-1	23	1	-2	47
COc1ccc(C(=O)N2CCN(Cc3cn[nH]c3-c3ccc(OC)cc3F)CC2)cc1	-1	0	1	-3	-33	0	12	2	-2	-2
COc1cc2c(cc1C1NC(=S)NC(C)=C1C(N)=O)CCCC2 (stereo unspecified)	-2	10	33	8	-3	-2	6	-1	1	1
COc1ccccc1OCCCCOc1ccccc1C(C)=O	-1	10	-7	-2	16	1	21	8	8	4
COc1ccc(N2CCN(C(=O)Nc3ccccc3C)CC2)cc1	2	1	5	3	-4	0	14	0	6	1
CCOC(=O)c1ccccc1NC(=O)CN(c1ccccc1C)S(C)(=O)=O	7	0	0	4	-11	0	-4	2	1	1
COc1cccc(C2CC(=O)C3=C(C2)Nc2ccccc2N(C(=O)CCC(=O)O)C3c2ccc(F)cc2)c1 (stereo unspecified)	2	3	2	1	-24	0	9	5	-5	-8
O=[N+]([O-])c1ccc(SCc2c(F)cccc2Cl)nc1	0	-3	10	15	-19	-3	-13	-4	-6	2
CC1CCC(C(=O)c2c(O)c3ccccc3oc2=O)CC1 (stereo unspecified)	-1	1	11	0	-23	0	-28	1	-5	2
Clc1cc2cccnc2c2ccccc12	-1	0	0	-6	-20	-2	7	6	5	3
Cc1ccc(NC(=O)N2CCN(c3ccccn3)CC2)cc1	-1	0	-24	-1	-16	-6	-38	-3	-1	1
Cc1ccc(S(=O)(=O)NCC2CCC(C(=O)NCCCOC(C)C)CC2)cc1 (stereo unspecified)	0	1	-2	-2	-16	.	12	3	3	.
CC1CCN(c2ccc3nnc(CCC(=O)NC(C)C)n3n2)CC1	2	-8	17	-1	-20	1	4	-2	-4	8
Nc1ccc(C(=O)N/N=C/c2cn(Cc3ccccc3)c3ccccc23)cc1	-4	6	7	3	-33	0	57	-2	4	-2
Cc1c(NC(=O)COC(=O)c2ccc(Br)o2)c(=O)n(-c2ccccc2)n1C	-2	7	-4	6	-14	7	-36	-10	-2	-4
CCOc1ccc(NC(=O)CCNS(=O)(=O)c2ccc(Br)s2)cc1	3	5	-3	-1	-1	-5	0	-2	-8	-1
O=C1CC(C(=O)N2CCC(N3CCC(C(=O)NC4CC4)CC3)CC2)c2ccccc21 (stereo unspecified)	-1	1	-9	-4	-21	-3	14	5	11	0
CC(Cc1ccccc1)C(=O)NCCO (stereo unspecified)	5	-4	-7	-3	-18	-1	-20	-5	1	10
Cc1cccc2cc(C(c3nnnn3CC3CCCO3)N3CCOCC3)c(=O)[nH]c12 (stereo unspecified)	-2	0	-14	-4	-9	1	2	-3	1	-5

High-throughput results: PubChem BioAssay, several laboratories

An excerpt; rates above refer to the full screens.
